Bioassay records deposited in PubChem BioAssay by several laboratories.
TbHK1 inh – T. brucei hexokinase 1 inhibition. recombinant TbHK1, G6PDH-coupled NADH A340. inhibition, % at 10 µM. 220,000 compounds, 0.11% hits;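 active means inhibition of 50% or more in the single-dose primary screen; inactive means inhibition below 50%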
Runt-SMMHC FRET – blocks binding of human RUNX1 Runt domain to CBFb-SMMHC | Q01196+Q13951 | Cerulean-Runt/Venus-CBFb-SMMHC FRET ratio 530/480, 1 h | inhibition, % at 20 µM | 220,000 compounds, 0.74% hits;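 active means mean inhibition across duplicate retests at 20 µM reaching about 50%, limit read from the data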;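 further: 0% = DMSO wells and 100% = wells with excess untagged CBFb-SMMHC; inhibitors lower the FRET ratio by blocking Runt binding to CBFb-SMMHC; some results filed as inactive read as strong as hits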
p47phox inh – p47phox (human) inhibition | AID 1274 | p47phox/p22phox peptide binding, fluorescence polarization, 2 h | inhibition, % at 24.7 µM | P14598 | 220,000 compounds, 0.53% hits;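 active means inhibition above about 30%, limit read from the data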;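 further: 0% = p47phox with labelled peptide and 100% = labelled peptide alone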
Target sequence (P14598 whole entry, looked up): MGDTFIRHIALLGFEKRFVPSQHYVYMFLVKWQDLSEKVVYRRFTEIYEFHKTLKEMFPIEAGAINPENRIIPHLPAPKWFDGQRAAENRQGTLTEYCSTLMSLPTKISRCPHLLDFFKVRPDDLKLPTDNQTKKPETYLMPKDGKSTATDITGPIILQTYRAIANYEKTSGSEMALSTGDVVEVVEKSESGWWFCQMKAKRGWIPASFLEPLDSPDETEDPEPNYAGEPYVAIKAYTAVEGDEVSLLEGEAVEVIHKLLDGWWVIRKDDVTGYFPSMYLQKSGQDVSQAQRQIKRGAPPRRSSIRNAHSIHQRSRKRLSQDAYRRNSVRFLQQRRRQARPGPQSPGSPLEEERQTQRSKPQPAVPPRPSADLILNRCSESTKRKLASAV
Runt-CBFb FRET – inhibitors of human RUNX1 Runt domain binding to CBFb | Q01196+Q13951 | Cerulean-Runt/Venus-CBFb FRET ratio 530/480, 1 h | inhibition, % at 20 µM | 220,000 compounds, 0.46% hits | AID 1496;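 active means inhibition over about 50% at 20 µM in the single-dose screen, limit read from the data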;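 further: 0% = DMSO wells and 100% = excess unlabeled CBFb competitor control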
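Measured by: fluorescence energy transfer, 422 nm excitation, 530/480 nm emission; test system: Cerulean-tagged RUNX1 Runt domain (FRET donor) fusion protein; buffer or medium: Tris pH 7.5 buffer with BSA; compound: one dose, 20 µM compound, 1% DMSO; times: two 1 h room-temperature incubations shielded from light; benchmarks: unlabeled CBFb 5 µM, positive control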
p97 inhibitor – human p97 ATPase inhibition; P55072; recombinant p97 ATPase, Kinase-Glo ATP luminescence, 3 h; inhibition, % at 8 µM; 220,000 compounds, 0.42% hits; in the data active means inhibition above about 15%;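 further: 0% = DMSO vehicle and 100% = wells lacking enzyme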
RBBP9 inhibitor – inhibitors of human serine hydrolase RBBP9 | O75884 | recombinant RBBP9, FP-Rh probe fluorescence polarization | inhibition, % at 7.94 µM | 220,000 compounds, 0.2% hits;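 active means inhibition above the campaign mean of all tested compounds plus 3 SD, cut at about 14% in these data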;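 further: plate controls were DMSO wells with RBBP9 for no effect and wells lacking RBBP9 protein for full effect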
Target sequence (O75884 whole entry, looked up): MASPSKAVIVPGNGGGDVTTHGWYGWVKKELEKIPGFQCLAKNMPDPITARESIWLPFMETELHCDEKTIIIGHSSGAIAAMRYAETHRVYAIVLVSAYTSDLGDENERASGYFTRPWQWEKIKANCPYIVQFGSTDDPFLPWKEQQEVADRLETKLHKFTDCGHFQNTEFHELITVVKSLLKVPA
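Measured by: FP readout at 525/598 nm; material: recombinant human RBBP9; also added: Serine-hydrolase probe FP-Rh, 375 nM pre-mixing; medium: Tris buffer pH 8.0, NaCl, Pluronic; replication: one well per compound; doses: one concentration, 7.94 µM nominal, 0.794% DMSO; timing: preincubation 30 min plus labeling 45 min at 25 °C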
Furin inh – blocks human furin protease activity; P09958; purified furin, fluorogenic substrate cleavage; inhibition, % at 30 µM; 220,000 compounds, 0.061% hits; AID 463115; in the data active means inhibition above about 25%; further: inactives centre near -15
EBV gp42 block – inhibitors of Epstein-Barr virus glycoprotein 42; Q1HVG2; Fluorescence polarization binding assay, mP read-out; inhibition, % (tested at 21.74 µM); 220,000 compounds, 0.42% hits; in the data active means inhibition above about 50%
Target sequence (Q1HVG2 whole entry, looked up): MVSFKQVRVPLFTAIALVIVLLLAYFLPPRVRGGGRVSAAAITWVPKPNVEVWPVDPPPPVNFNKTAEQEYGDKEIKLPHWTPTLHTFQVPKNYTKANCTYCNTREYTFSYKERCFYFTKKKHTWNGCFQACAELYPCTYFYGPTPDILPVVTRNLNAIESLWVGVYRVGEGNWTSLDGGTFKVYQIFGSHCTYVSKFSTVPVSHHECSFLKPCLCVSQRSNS
m-calpain inh – calpain II (pig) inhibition. purified calpain II, fluorogenic peptide substrate, 30 min. 220,000 compounds, 0.37% hits. AID 1236. inhibition, % at 16 µM;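 active means inhibition above about 50%, limit read from the data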
* marks the source's active call; other numbers are inactive results; x = not tested or not shown; [ ] = another dose, or the depositor's remark.

SMILES | TbHK1 inh | Runt-SMMHC FRET | p47phox inh | Runt-CBFb FRET | p97 inhibitor | RBBP9 inhibitor | Furin inh | EBV gp42 block | m-calpain inh
Fc1ccc(C2=Nc3cccc4cccc(c34)N2)cc1 | -18 | -6 | 1 | 0 | 5 | -6 | -18 | -5 | 10
Cc1cc(C(=O)OCC(=O)Nc2ccc(S(N)(=O)=O)cc2)c2ccccc2n1 | -6 | -8 | -6 | 0 | 5 | 9 | -13 | -4 | -12
CC(NC(=S)Nc1ccc(Cl)cc1)C(c1ccccc1)N1CCOCC1 (stereo not drawn) | -2 | -2 | -2 | 3 | 2 | -4 | -22 | -9 | 7
COc1ccc(CNC(=O)COC(=O)c2ccccn2)cc1 | -7 | -2 | -4 | -2 | -2 | -10 | -28 | -4 | -22
Cc1[nH]c2ccccc2c1C(=O)COC(=O)c1ccc2c(=O)n3c(nc2c1)CCC3 | -4 | -7 | -25 | -1 | 6 | -7 | -21 | -4 | -139
CCOc1ccc(N2C(=O)CN(O)C=C3N=c4ccccc4=C32)cc1 | -21 | 3 | x | 6 | 2 | 12 | -12 | -8 | 11
COCCn1nnnc1C(C(C)C)N1CCC(Cc2ccccc2)CC1 (stereo not drawn) | -6 | 4 | -41 | -2 | -2 | 2 | -20 | -2 | 0
CCOC(=O)c1csc(-c2ccc([N+](=O)[O-])cc2)n1 | -15 | -9 | 0 | 2 | -1 | -5 | -20 | -2 | 17
O=C(NCc1ccco1)c1cccc(N2CCCC2=O)c1 | 4 | -4 | -13 | 2 | -7 | -13 | -9[20 µM] | -6 | 18
O=C(Cn1c(N2CCN(c3ccccc3)CC2)nc2ccccc21)c1ccccc1 | -2 | 6 | -11 | 0 | 3 | 3 | -14 | -16 | 10

Next section (2 carried over from the part before).
SMILES | TbHK1 inh | Runt-SMMHC FRET | p47phox inh | Runt-CBFb FRET | p97 inhibitor | RBBP9 inhibitor | Furin inh | EBV gp42 block | m-calpain inh
O=C(NCc1ccco1)c1cccc(N2CCCC2=O)c1 | 4 | -4 | -13 | 2 | -7 | -13 | -9[20 µM] | -6 | 18
O=C(Cn1c(N2CCN(c3ccccc3)CC2)nc2ccccc21)c1ccccc1 | -2 | 6 | -11 | 0 | 3 | 3 | -14 | -16 | 10
COc1ccc(Br)cc1C(=O)Nc1cccc(C)c1C | 7 | -27 | -20 | 1 | 1 | -12 | -15 | 7 | -17
O=C1c2ccccc2C(=O)N1CCCCN(C(=O)c1cc([N+](=O)[O-])cc([N+](=O)[O-])c1)c1ccc(Cl)cc1 | 7 | 2 | 0 | 2 | -3 | -5 | -23 | 17 | -4
CC(=O)Nc1ccc(NC(=O)CSc2nnc(C)c(=O)[nH]2)cc1 | 4 | 0 | 13 | 1 | 4 | -4 | -18 | -18 | -13
O=C(C1CC1)N1CCCC(c2ccc(Cl)cc2)=N1 | 2 | -1 | 0 | 0 | 0 | -4 | -31 | -11 | -12
Cc1cc(C)cc(NC(=O)C2(c3ccccc3)CC2(Cl)Cl)c1 (stereo not drawn) | 10 | -2 | 5 | 0 | 3 | -1 | -21 | 1 | -6
O=C(COC(=O)c1cc2ccccc2o1)c1ccccc1 | 8 | 1 | -4 | 0 | -6 | -11 | 5 | -16 | 5
CCc1ccc(Oc2cc(Cl)nc(N)n2)cc1 | 1 | 5 | -11 | -1 | 4 | 2 | -27 | -23 | 0
Cc1[nH]n(-c2ccc([N+](=O)[O-])cc2)c(=O)c1/C=N/N1CCOCC1 | -31 | -8 | -3 | 0 | -40 | -6 | -10 | -4 | -11
O=C(CN(CCc1ccccc1)S(=O)(=O)c1ccc(Br)cc1)N/N=C/c1ccccc1C(=O)O | -1 | -5 | -10 | -9 | 1 | 11 | -8 | -12 | -71
CCCn1c(SCC(=O)Nc2cc(C)on2)nc2c1c(=O)n(C)c(=O)n2C | 4 | x | x | x | -3 | -8 | -20[20 µM] | x | x
CCCCCCCCOC(=O)C(NC(=O)CCC(=O)Nc1ccc(S(N)(=O)=O)cc1)C(O)c1ccccc1 (stereo not drawn) | -6 | 2 | -10 | -1 | 1 | -3 | -5[20 µM] | -1 | 32
Cc1ccc2nc(SCC(=O)Nc3cc(C(F)(F)F)ccc3N3CCOCC3)[nH]c2c1 | -9 | 48 | -16 | 0 | -1 | -7 | -10[20 µM] | -4 | 16
O=C(CN1CCN(CC(=O)Nc2ccccn2)CC1)Nc1ccccn1 | 1 | -1 | -6 | 3 | 2 | -6 | -19 | -13 | 9
Cc1sc2nc(CSc3ccccc3)nc(N3CCC(C(N)=O)CC3)c2c1C | -14 | -4 | -18 | -6 | 3 | -9 | -9 | 7 | 29
COc1cccc2c1OCC(CN1CCN(CCC(C)C)C(CCO)C1)=C2 (stereo not drawn) | 4 | -1 | -4 | -1 | -3 | -5 | -17 | -12 | -5
O=C(NNC(=O)c1ccccc1-n1cccc1)c1ccc(Cl)cc1 | 1 | -7 | -16 | 16 | 2 | -8 | -19[20 µM] | -8 | 3
CC(C)(C)C(=O)[C@@H]1[C@@H]2C(=O)N(c3ccc4c(c3)OCCO4)C(=O)[C@@H]2C2c3ccccc3C=CN21 (stereo partly drawn) | -7 | 9 | -21 | 2 | 7 | 2 | -24 | 24 | -58
C=C(C)CNC(=S)/N=c1\scc(C)n1CC | -27 | 1 | -2 | -1 | 3 | -4 | -22[20 µM] | 0 | 29
C=CCN1C(=O)C(CC(=O)O)SC1=Nc1ccc(N=Nc2ccccc2)cc1 (stereo not drawn) | -42 | -3 | -2 | -2 | -3 | 1 | -18 | -6 | -19
COc1ccc(/C=N/Nc2cc(OC)ncn2)cc1 | -38 | 0 | -4 | -3 | -1 | -10 | 3 | -20 | 0

Gathered by group: the compounds so far with fluorine (two)
SMILES | TbHK1 inh | Runt-SMMHC FRET | p47phox inh | Runt-CBFb FRET | p97 inhibitor | RBBP9 inhibitor | Furin inh | EBV gp42 block | m-calpain inh
Fc1ccc(C2=Nc3cccc4cccc(c34)N2)cc1 | -18 | -6 | 1 | 0 | 5 | -6 | -18 | -5 | 10
Cc1ccc2nc(SCC(=O)Nc3cc(C(F)(F)F)ccc3N3CCOCC3)[nH]c2c1 | -9 | 48 | -16 | 0 | -1 | -7 | -10[20 µM] | -4 | 16

More compounds:
SMILES | TbHK1 inh | Runt-SMMHC FRET | p47phox inh | Runt-CBFb FRET | p97 inhibitor | RBBP9 inhibitor | Furin inh | EBV gp42 block | m-calpain inh
CCN1C(=O)c2cccc3c(NC(=O)C4CCCCC4)ccc1c23 | 16 | -25 | -6 | -8 | 3 | 0 | -15 | -11 | 16
C=C(C)c1cccc(C(C)(C)NC(=O)NC2CC(C)(C)NC(C)(C)C2)c1 | 5 | -1 | -3 | 0 | -2 | -5 | -18 | 1 | 22
Clc1cccc(N=NN2CCOCC2)c1Cl | -14 | 0 | -13 | 1 | 4 | 10 | -18 | -8 | -6
O=C(COc1nncc2ccccc12)Nc1c(F)c(F)c(F)c(F)c1F | -1 | -2 | 2 | -2 | 2 | -8 | -8 | -13 | -5
O=[N+]([O-])c1cc(S(=O)(=O)NC2=NCCCCC2)ccc1NCC1CCCCC1 | -2 | -5 | -1 | -11 | -4 | -1 | -12 | 2 | 1
CC(C)(C)NC(=O)CSc1nnnn1C(C)(C)C | 11 | -1 | -5 | 0 | -3 | -7 | -18 | 0 | -15
Cc1ccc(Nc2ccc(C(N)=O)cc2[N+](=O)[O-])cc1 | -8 | -8 | -7 | 0 | 0 | -3 | -3 | 6 | 6
COC(=O)c1sccc1NC(=O)CSc1nnnn1-c1ccccc1C | -7 | -1 | -4 | 1 | -3 | -4 | -17[20 µM] | -2 | -31
COc1cccc(N=c2oc3c(C)ncc(CO)c3cc2C(=O)Nc2ccccc2OC)c1 | -10 | -6 | 9 | -3 | -1 | 1 | -10[20 µM] | -12 | -5
CCCCCCC(=O)N/N=C/c1ccco1 | -8 | 4 | -11 | -3 | 3 | -6 | -32 | -10 | -1

As a working copy, part of the list above.
SMILES | TbHK1 inh | Runt-SMMHC FRET | p47phox inh | Runt-CBFb FRET | p97 inhibitor | RBBP9 inhibitor | Furin inh | EBV gp42 block | m-calpain inh
C=C(C)c1cccc(C(C)(C)NC(=O)NC2CC(C)(C)NC(C)(C)C2)c1 | 5 | -1 | -3 | 0 | -2 | -5 | -18 | 1 | 22
Clc1cccc(N=NN2CCOCC2)c1Cl | -14 | 0 | -13 | 1 | 4 | 10 | -18 | -8 | -6
O=C(COc1nncc2ccccc12)Nc1c(F)c(F)c(F)c(F)c1F | -1 | -2 | 2 | -2 | 2 | -8 | -8 | -13 | -5
O=[N+]([O-])c1cc(S(=O)(=O)NC2=NCCCCC2)ccc1NCC1CCCCC1 | -2 | -5 | -1 | -11 | -4 | -1 | -12 | 2 | 1
CC(C)(C)NC(=O)CSc1nnnn1C(C)(C)C | 11 | -1 | -5 | 0 | -3 | -7 | -18 | 0 | -15
Cc1ccc(Nc2ccc(C(N)=O)cc2[N+](=O)[O-])cc1 | -8 | -8 | -7 | 0 | 0 | -3 | -3 | 6 | 6

Other records.
SMILES | TbHK1 inh | Runt-SMMHC FRET | p47phox inh | Runt-CBFb FRET | p97 inhibitor | RBBP9 inhibitor | Furin inh | EBV gp42 block | m-calpain inh
C=CCNC(=S)Nc1ccc2cn[nH]c2c1 | -3 | -2 | -21 | 3 | 7 | -3 | -13 | -5 | -11
COc1ccc(S(=O)(=O)N(C)CC(=O)Nc2ccccc2OC)cc1 | -8 | -3 | -20 | -1 | -4 | -7 | -4[20 µM] | 8 | -2
COc1cccc(Nc2nc3ccccc3n3nnnc23)c1 | -23 | 4 | -11 | -1 | -2 | 1 | -13[20 µM] | -10 | -159
O=C(CSc1nc2[nH]ncc2c(=O)[nH]1)NCc1ccccc1 | 6 | 2 | -5 | -2 | 4 | 3 | -9 | -11 | -9
Cc1ccc(C(=O)CSc2nnc(-c3ccco3)o2)o1 | -1 | 0 | -4 | 2 | 2 | 8 | 19[20 µM] | -24 | 18
COc1ccc(CCn2c(C)c(C(C)=O)c3cc(OC(=O)c4ccco4)ccc32)cc1OC | -9 | -4 | -15 | -5 | -6 | -3 | -13[20 µM] | -15 | 1
Cc1cc(=O)oc2cc(Oc3ncccn3)ccc12 | -7 | -4 | -5 | -1 | 1 | 0 | -34[20 µM] | -15 | -37
COc1ccc(-c2[nH]ncc2N=Nc2cc(C)cc(C)c2)cc1 | -18 | -8 | -15 | -7 | -1 | -6 | -12 | 3 | -13
CCOC(=O)c1[nH]c(C)c(C(=O)NC2CCCC2)c1C | -2 | -2 | -16 | 1 | 2 | 1 | -29 | -6 | -5
CCOCCCN(C(=O)c1ccco1)C(C(=O)NC1CCCC1)c1cccc(OC)c1OC (stereo not drawn) | 2 | -4 | 3 | -2 | 2 | 3 | -22 | -9 | 37
COc1ccccc1C(=O)C1CCCN(Cc2ccc(Oc3ncccn3)cc2)C1 (stereo not drawn) | 0 | 2 | -4 | 0 | 3 | -14 | -31 | -7 | -28
CN(C(=O)c1ccc(OC2CCN(CCc3ccccc3)CC2)cc1)C1CCOC1 (stereo not drawn) | 3 | 0 | -6 | 1 | 4 | 4 | -29 | -2 | -26
COCC(=O)N1CCCc2ccccc21 | -7 | 0 | 1 | 0 | 3 | -2 | -18[20 µM] | -12 | -5
